# Neddyl block: inhibitors of human cullin neddylation; calls only at 25 µM; actives 0.58% (n = 360,000); TR-FRET cullin neddylation, biochemical; P61081+Q13564; AID 651699; in the data active means inhibition above about 36%
# bovine MsrA act: bovine methionine sulfoxide reductase A activation. purified bovine MsrA, absorbance read-out. activation, % at 10.6 µM. actives 0.3% (n = 360,000); in the data active means activation above about 7.5%;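 further: 0% = vehicle and 100% = reference activator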
# eLon inh: inhibitors of E. coli Lon protease | purified E. coli Lon protease, fluorescence polarization | inhibition, % at 7.94 µM | actives 0.42% (n = 360,000) | AID 602123; in the data active means inhibition above about 13%, passing the limit was not always enough;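 further: 0% = enzyme with probe and DMSO and 100% = no enzyme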
# Target sequence (P0A9M0 whole entry, looked up): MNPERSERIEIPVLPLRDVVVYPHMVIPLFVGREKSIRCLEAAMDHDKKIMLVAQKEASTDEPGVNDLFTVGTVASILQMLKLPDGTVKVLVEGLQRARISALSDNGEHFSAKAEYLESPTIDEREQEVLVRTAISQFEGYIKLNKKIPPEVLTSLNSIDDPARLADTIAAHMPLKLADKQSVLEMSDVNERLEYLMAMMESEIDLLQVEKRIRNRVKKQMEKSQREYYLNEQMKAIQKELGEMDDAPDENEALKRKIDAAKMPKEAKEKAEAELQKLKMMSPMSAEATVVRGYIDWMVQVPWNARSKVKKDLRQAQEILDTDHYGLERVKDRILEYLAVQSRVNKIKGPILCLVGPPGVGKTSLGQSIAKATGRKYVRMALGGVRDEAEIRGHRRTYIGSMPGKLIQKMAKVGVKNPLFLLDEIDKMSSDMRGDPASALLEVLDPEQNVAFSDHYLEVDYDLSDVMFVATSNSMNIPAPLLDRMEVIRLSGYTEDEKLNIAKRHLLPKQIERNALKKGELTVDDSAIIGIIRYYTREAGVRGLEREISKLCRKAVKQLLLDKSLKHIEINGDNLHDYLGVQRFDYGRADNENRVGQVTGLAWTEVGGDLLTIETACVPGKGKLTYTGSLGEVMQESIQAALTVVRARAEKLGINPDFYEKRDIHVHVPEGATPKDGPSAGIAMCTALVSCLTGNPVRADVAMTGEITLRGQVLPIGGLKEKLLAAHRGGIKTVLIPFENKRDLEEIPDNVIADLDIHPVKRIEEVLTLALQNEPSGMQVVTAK
# MsrA inhibitor: inhibits bovine methionine sulfoxide reductase A; inhibition, % at 15.5 µM; actives 0.75% (n = 360,000); purified bovine MsrA, absorbance read-out; in the data active means inhibition above about 4.5%;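 further: 0% = vehicle wells with enzyme and 100% = reference inhibitor wells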
# Rin1-Abl PPI inh: blocks binding of human Rin1 to Abl; actives 0.4% (n = 360,000); AID 588664; TR-FRET Rin1/Abl binding, biochemical; inhibition, % at 7.35 µM; in the data active means inhibition above about 5%, passing the limit was not always enough
# FAS TE block: blocks the thioesterase domain of human fatty acid synthase | recombinant FAS-TE, OMFH fluorogenic substrate, fluorescence endpoint | P49327 | AID 602261 | inhibition, % at 15 µM | actives 0.67% (n = 360,000);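 active means compounds whose normalised, plate-corrected inhibition of enzyme fluorescence in the single-dose primary screen is 50% or more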;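 further: 0% = DMSO with enzyme and 100% = substrate without enzyme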
# MT1-MMP act inh: inhibitors of human MT1-MMP activation; P50281; HT1080 RFP-PRO-GFP cells, GFP/RFP ratio fluorescence, overnight; percent of plate control window, DMSO zero; GFP/RFP ratio change, % at 20 µM; actives 0.061% (n = 360,000);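 active means GFP/RFP ratio change of at least 30% with cell ATP level not reduced by more than half and red fluorescence within 50% of control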; further: strong numbers were not always called active
#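 Assay system: HT1080 RFP-PRO-GFP cells. Benchmarks: DMSO vehicle wells and RFP-L50D-GFP reporter cell wells. Times: overnight cell settling, then overnight compound exposure, 37 °C, 5% CO2. Compound: 20 µM single dose, 1% DMSO. Read-out basis: GFP/RFP fluorescence ratio.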
# NRP1-CendR mod: alters CendR peptide binding to human NRP-1 | O14786 | FAM-RPARPAR peptide binding to NRP-1, fluorescence polarization | inhibition, % at 25 µM | actives 0.85% (n = 360,000) | AID 602438;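 active means inhibition or corrected inhibition above about 18%, plus a signal ratio from 0.5 to 1.5, limit read from the data, passing the limit was not always enough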; further: strong numbers were not always called active
# SKN-1 block: blocks SKN-1 activity in C. elegans; C. elegans VP596 Pgst-4::GFP/RFP ratio, acrylamide-induced, 24 h; inhibition, % at 21.8 µM; actives 0.49% (n = 360,000); AID 624304;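 active means interference check ratio from 0.5 to 1.5 plus GFP to RFP signal ratio inhibition reaching or exceeding a fixed threshold, cut at about 30% in these data, passing the limit was not always enough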; further: some compounds called inactive have numbers as strong as hits
# An asterisk follows results filed as active; i = inactive; · = no result given. No enrichment for hits; overall some 4.2% were active at least once.
SMILES,Neddyl block,bovine MsrA act,eLon inh,MsrA inhibitor,Rin1-Abl PPI inh,FAS TE block,MT1-MMP act inh,NRP1-CendR mod,SKN-1 block
CCN(CC)C(=S)Nc1ccc([N+](=O)[O-])cc1,i,-1,4,2.5,-4,-6,-13,-1,12
Cc1cc(C)c(S(=O)(=O)n2cc(C(C)C(N)C(=O)O)c3ccccc32)c(C)c1 (centres undefined),i,0,8,0.0,4,-5,0,0,8
COc1cccc(-c2cc3onc(-c4ccccc4)c3c(=O)n2C)c1,i,-3,-2,0.2,2,2,-7,18*,-11
CC(C)(C)C(=O)NC(=S)NCc1ccccc1,i,-8,10,-0.6,1,0,-2,8,3
O=C(Cc1ccc([N+](=O)[O-])cc1)N1N=C2CCCCC2C1(O)C(F)(F)F (centres undefined),i,-1,-4,-2.0,2,8,2,12,-4
CC1CCCCN1S(=O)(=O)c1ccc(C(=O)N(CCCN(C)C)c2nc3ccc(Br)cc3s2)cc1 (centres undefined),i,-4,0,0.3,5,28,-1,5,-19
O=C(NCc1ccccn1)c1cccc(S(=O)(=O)Nc2ccccc2Cl)c1,i,0,3,0.1,1,-2,4,6,-2
Cc1ccc(Cn2ncc3c(NN)ncnc32)cc1,i,-1,0,0.0,-1,-2,-3,-5,9
O=C(CCNc1ccccc1)c1cccc([N+](=O)[O-])c1,i,0,7,1.4,3,23,6,-8,-2
CC(C)C(C(=O)Nc1ccccc1F)N1C(=O)c2ccccc2C1=O (centres undefined),i,-4,5,-0.6,-2,5,-1,7,3
Cc1ccc(S(=O)(=O)N2CCC(=O)N(CCO)CC2)cc1,i,-4,-12,-0.4,2,-7,3,0,12
O=C(OCCN=C1NS(=O)(=O)c2ccccc21)c1cccnc1,i,-12,-3,-0.3,1,-14,0,-3,23
O=C(CSCc1ccc(F)cc1)N1CCOCC1,i,-1,-1,-1.8,7,-8,1,-1,0
CC(=O)NC1C(=O)N=C(SCC(=O)NC2CCCCC2)NC1=O (centres undefined),i,-1,-4,-0.3,1,-4,-4,-1,14
O=C(NC1c2ccccc2-c2ccccc21)N1CCOCC1,i,0,1,1.1,-2,-2,-28,2,22
CCCOc1ccc(-c2nnn(CC(=O)N3CCCCC3)n2)cc1,i,-2,5,-1.6,0,1,·,-4,-11
COc1ccccc1N1C(=O)c2cccnc2C1=O,i,-2,-4,0.0,1,-7,-3,0,0
CN(C(=O)CN1C(=O)CCSc2ccc(S(=O)(=O)N3CCCC3)cc21)c1ccccc1,i,-3,3,0.6,4,4,1,3,-12
CCOC(=O)c1ccccc1NC(=O)Cn1cnc2c(oc3ccccc32)c1=O,i,-1,5,0.7,-2,5,6,-39,-8
COc1ccc(NC(=O)CN2CCC3(O)CCCCC3C2c2cc(OC)ccc2OC)cc1 (centres undefined),i,-1,-15,0.6,2,0,0,12,8
COCCN(Cc1nnc(-c2cccs2)o1)C(=O)CN1C(=O)NC2(CCCCC2)C1=O,i,-9,2,0.5,-1,-13,3,-1,-1
CCc1ccc(NC(=O)N2CCc3ccccc3C2)cc1,i,-8,-5,-1.1,-1,4,-1,3,-3
Cc1ccc2[nH]c(=O)c(CN(Cc3cccnc3)Cc3nnnn3CCN3CCOCC3)cc2c1,i,-1,-6,5.1*,3,-6,-1,1,10
CCOc1ccc(C2/C(=C(/O)c3ccc(S(=O)(=O)N4CCCCC4)cc3)C(=O)C(=O)N2CCCOC)cc1OC (centres undefined),i,-1,11,0.4,0,-6,-2,11,25
CCC1=NN2C(=N)/C(=C/c3ccc(OS(=O)(=O)c4ccccc4)cc3)C(=O)N=C2S1,i,2,-20,·,-2,9,-4,-88,5
COC(=O)CSc1nnc(-c2cccnc2)n1-c1cccc(OC)c1,i,0,-3,-0.4,4,0,4,-3,18
COc1ccc(Cl)cc1NC(=O)c1ccoc1C,i,-3,-13,-0.3,4,4,1,-7,-10
O=C(OCC(=O)N1CCN(c2ccccc2)CC1)c1ccccn1,i,-13,0,0.1,4,-10,-3,2,14
CCCN1CCC(=O)N([C@H](CSc2ccc(C)cc2)Cc2ccccc2)CC1,i,1,3,1.9,-1,-5,2,-3,5
O=C1C=C(c2cccc(Cl)c2)C[C@@H](c2ccc3c(c2)OCO3)C1,i,0,-8,1.6,0,29,3,-9,-13

# A run of entries from further up, as a working copy:
SMILES,Neddyl block,bovine MsrA act,eLon inh,MsrA inhibitor,Rin1-Abl PPI inh,FAS TE block,MT1-MMP act inh,NRP1-CendR mod,SKN-1 block
CCCN1CCC(=O)N([C@H](CSc2ccc(C)cc2)Cc2ccccc2)CC1,i,1,3,1.9,-1,-5,2,-3,5
O=C1C=C(c2cccc(Cl)c2)C[C@@H](c2ccc3c(c2)OCO3)C1,i,0,-8,1.6,0,29,3,-9,-13

# Later entries
SMILES,Neddyl block,bovine MsrA act,eLon inh,MsrA inhibitor,Rin1-Abl PPI inh,FAS TE block,MT1-MMP act inh,NRP1-CendR mod,SKN-1 block
COc1ccc(C(=O)COC(=O)c2ccccn2)c(OC)c1,i,-11,-6,-0.5,1,-7,1,-16,0
CC1(C2CC2)NC(=O)N(CC(=O)Nc2cc(S(=O)(=O)N3CCCCC3)ccc2Cl)C1=O (centres undefined),i,-5,-8,0.7,2,-4,3,-8,-26
CCOC(=O)c1sc2nc(C)nc(NC3CCC(O)CC3)c2c1C (centres undefined),i,-5,-2,-0.6,-4,-3,1,-4,7
CCOc1ccc(NC(=O)c2c(NC(=O)CN3CCN(C)CC3)sc3c2CCC3)cc1,i,0,6,0.8,1,5,-1,-5,9
Cc1ccc(CN2CCN(Cc3c[nH]c4ccccc34)CC2CCO)o1 (centres undefined),i,-5,1,1.0,3,-6,0,9,4
C=Cn1cc[n+](CC(=O)C(C)(C)C)c1,i,-3,-1,-0.8,4,-9,0,4,0
COc1cccc(CNC(=O)C23CN(Cc4ccccc4)CC2C(c2ccc([N+](=O)[O-])cc2)=NO3)c1 (centres undefined),i,-5,7,0.7,0,28,-2,11,17
CSc1ccccc1C(=O)OCC(=O)N1CCN(C(C)=O)CC1,i,-3,-13,-1.4,1,-11,0,4,14
O=C(c1ccc2ccccc2c1)N1CCN(c2ccccn2)CC1,i,-3,-14,-0.1,2,-2,1,2,3
COc1ccccc1CNS(=O)(=O)c1ccc2c(c1)oc(=O)n2C,i,-1,0,0.4,-5,-3,1,-4,20
O=C(C1CCCN(S(=O)(=O)c2ccc(F)cc2)C1)N1CCCC1 (centres undefined),i,-2,2,0.2,1,-8,3,8,-16
O=C(NCc1ccncc1)c1ccc(NS(=O)(=O)c2ccc(F)cc2)cc1,i,-5,-5,0.3,3,-5,-2,-1,-6
CCc1cc2c(-c3ccccc3)cc(=O)oc2cc1OCC(C)=O,i,-1,5,0.2,-2,16,-4,-3,14
Cc1ccc(P(=O)(CC(=O)O)c2ccc(C)cc2)cc1,i,-3,-16,-0.6,-1,-6,-6,-11,-29
CC(C)C(=O)NCc1cc(-c2ccc(Cl)cc2)no1,i,-1,9,0.0,1,-3,2,-11,3

# Some of the entries above in another layout:
Molecule	Neddyl block	bovine MsrA act	eLon inh	MsrA inhibitor	Rin1-Abl PPI inh	FAS TE block	MT1-MMP act inh	NRP1-CendR mod	SKN-1 block
COc1ccc(C(=O)COC(=O)c2ccccn2)c(OC)c1	i	-11	-6	-0.5	1	-7	1	-16	0
CC1(C2CC2)NC(=O)N(CC(=O)Nc2cc(S(=O)(=O)N3CCCCC3)ccc2Cl)C1=O (centres undefined)	i	-5	-8	0.7	2	-4	3	-8	-26
CCOC(=O)c1sc2nc(C)nc(NC3CCC(O)CC3)c2c1C (centres undefined)	i	-5	-2	-0.6	-4	-3	1	-4	7
CCOc1ccc(NC(=O)c2c(NC(=O)CN3CCN(C)CC3)sc3c2CCC3)cc1	i	0	6	0.8	1	5	-1	-5	9

# Following part
SMILES,Neddyl block,bovine MsrA act,eLon inh,MsrA inhibitor,Rin1-Abl PPI inh,FAS TE block,MT1-MMP act inh,NRP1-CendR mod,SKN-1 block
COc1ccc(CN2CCCC(C(=O)N3CCCC3)C2)c(OC)c1OC (centres undefined),i,-6,3,1.1,1,-15,3,-7,-7
O=C(O)CCC(=O)N1CCN(c2cccc(Cl)c2)CC1,i,-5,1,0.3,-1,-12,6,8,1
CCOC(=O)c1c(CC(C)C)csc1NC(=O)CCl,i,-1,0,0.5,-2,27,-9,5,23
CCOC(=O)c1cc(CC)sc1NC(=O)COC(=O)c1ccccn1,i,-1,6,0.4,3,-4,6,3,15
C=CCc1ccc(OCC(O)CN2CCC(Cc3ccccc3)CC2)c(OC)c1 (centres undefined),i,-12,3,-0.5,-2,-24,3,4,-3
CN(C)/C=C/C1=C([N+](=O)[O-])C(c2cccc([N+](=O)[O-])c2)NC(=O)N1 (centres undefined),i,2,1,0.4,1,1,-1,11,-2
NC(=O)NOCc1c(F)cccc1Cl,i,-2,0,0.7,1,-3,4,9,-2
COCc1ccc(C(=O)N2CCCC(CCC(=O)NCc3ccccc3F)C2)o1 (centres undefined),i,-8,3,-1.6,-4,-8,-4,0,-4
CN1CCN(NC(=O)c2cccc(F)c2)CC1,i,-3,-10,-0.4,-2,-6,-4,5,-3
CCCN1CCN(CCCNC(=O)c2ccc3nc(N4CCCCC4)sc3c2)CC1,i,-7,2,0.5,-1,-11,3,-11,-10
O=C1C2C3C=CC(CC3)C2C(=O)N1/N=C/c1c[nH]c2ccccc12 (centres undefined),i,-2,9,0.0,3,-2,4,-35,-5
NC(=N\N=Cc1ccccc1)/C(N)=N/N=Cc1ccccc1,i,-2,0,2.1,1,2,3,-5,-8
COc1ccc(C(CNC(=O)c2ccc(OCC3CCCO3)cc2)N2CCOCC2)cc1 (centres undefined),i,-6,1,0.6,0,-5,-1,-2,-10
Cc1ccccc1N(CC(=O)N1CCCCCC1)S(C)(=O)=O,i,-3,3,-0.5,-1,1,-2,-7,11
Cc1ccn2c(c1)nc(=O)c1cc(S(=O)(=O)N3CCCCC3)ccc12,·,0,6,3.7,-1,-3,-1,9,6
COC(=O)c1cccc(-n2cnnn2)c1,i,0,-14,-0.2,2,2,1,14,6
COc1ccc(-c2csc(NC(=O)c3cc(=O)c4ccccc4o3)n2)cc1OC,i,-3,7,-1.1,3,-1,0,5,3
CSc1nc(C)nc(N/C=C(\C#N)S(=O)(=O)c2ccccc2Cl)n1,i,-1,-9,0.1,-2,-1,0,-6,3
COC(=O)C1=C(C)N(c2ccc(S(N)(=O)=O)cc2)C(=O)C1,i,-8,-2,-1.0,-3,-11,-1,8,1
O=C(OCC(=O)N1CCc2ccccc21)c1cccnc1,i,0,-14,0.7,-4,-10,3,2,18
N#CCCNC(=O)Cn1c(COc2ccc(Cl)cc2)nc2ccccc21,i,-1,-5,0.4,0,-4,·,-11,9
O=C(N/N=C/c1ccco1)c1cc(-c2ccccc2)n[nH]1,i,-3,-6,2.2,2,-7,2,-2,-14
CCCCOc1ccc(CN2CCSCC2)cc1,i,-5,1,0.1,2,-1,-2,0,5
CCCOc1ccc(-c2c(=O)n(OCC(=O)OCC)c3ccccc3[n+]2[O-])cc1,i,1,-9,2.3,-1,13,5,-5,22
COc1cccc(C2(O)CCN(CC(=O)NCC3CC3)CC2)c1,i,-4,6,0.4,-6,-4,0,0,14
CSCc1c(C(=O)N2CCCc3ccccc32)oc2ccccc12,i,-3,-7,8.4*,2,24,-3,-9,-2
CCCCOc1ccc(-c2n[nH]c(=S)n2Cc2ccccc2)cc1,i,-2,-2,0.5,1,2,-2,1,-14
CC1(C)CC(=O)C2=C(C1)Nc1ncnn1C2c1ccccn1 (centres undefined),i,-2,-9,1.2,0,-1,3,-5,-16
O=C(Cc1ccccc1[N+](=O)[O-])NCc1ccc2c(c1)OCO2,i,-2,8,0.0,0,-3,-3,3,6
CCN(c1ccccc1)S(=O)(=O)c1ccc(Cl)c(C(=O)OCC(=O)c2[nH]c(C)c(C(C)=O)c2C)c1,i,-5,-1,0.9,-2,19,-16,5,0
CCOC(=O)CSc1nc2nc(Cl)c(Cl)nc2[nH]1,·,-4,-5,4.0,-3,-6,-2,-8,3

# High-throughput results as filed in PubChem.
